# Bioassay records as filed in PubChem.
# EWS-Fli inh: inhibitors of EWS/Fli oncoprotein transcriptional activity; A673 NR0B1-luciferase reporter, viability-normalised; actives 0.67% (n = 350,000); inhibition, % at 12.6 µM;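 active = mean inhibition of at least 50% after viability correction, with every replicate also passing that limit; inconclusive = mean reaches 50% but only one of two replicates passes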;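 also: firefly luciferase signal divided by Alamar Blue viability fluorescence both relative to DMSO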
# Xi reactivation: X-chromosome reactivation activator. XiGFP mouse fibroblasts, % GFP-positive cells imaging, 3 d; cells co-treated with 5-aza-dC sensitizer; scaled so ellipticine positive control = 100%. activation, % at 7.58 µM. actives 0.055% (n = 360,000). AID 743238;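 active = mean normalized replicate activation at least 10% and every replicate at or above 10%; inconclusive = only one of the two criteria met; inactive = mean below 10% and not all replicates reach 10%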;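 also: 0% = median of on-plate neutral control wells and 100% = ellipticine 6 µM median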
#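 Material: SV40-immortalized XiGFP fibroblast cells, line 68-5-11 | Buffer or medium: DMEM containing 5-aza-dC | Dosing: One concentration, pinned | Times: 3 d treatment, 15 min room-temperature fixation | Controls: Ellipticine 6 µM positive control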
# ERp5 block: inhibitors of human ERp5; inhibition, % at 9.99 µM; ERp5 insulin aggregation, absorbance 650 nm, 90 min; AID 651711; actives 0.05% (n = 350,000);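 active = mean replicate inhibition above about 25%, with every replicate also reaching it, limit read from the data, passing the limit was not always enough; inconclusive = only one of those two criteria met; inactive = neither criterion met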
# Target sequence (Q15084 whole entry, looked up): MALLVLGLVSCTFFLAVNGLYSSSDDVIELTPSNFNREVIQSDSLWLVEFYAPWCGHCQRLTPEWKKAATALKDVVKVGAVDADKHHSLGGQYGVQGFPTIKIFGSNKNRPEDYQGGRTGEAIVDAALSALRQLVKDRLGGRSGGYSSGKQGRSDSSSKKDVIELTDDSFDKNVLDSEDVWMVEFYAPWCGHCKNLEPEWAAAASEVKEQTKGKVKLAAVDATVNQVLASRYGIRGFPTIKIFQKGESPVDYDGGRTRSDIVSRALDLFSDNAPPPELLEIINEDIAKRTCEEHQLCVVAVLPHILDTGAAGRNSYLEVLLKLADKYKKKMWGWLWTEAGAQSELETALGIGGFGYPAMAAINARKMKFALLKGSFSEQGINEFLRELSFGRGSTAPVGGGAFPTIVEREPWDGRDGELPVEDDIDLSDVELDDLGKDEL
# ARNT TACC3 PPI: disruptors of human ARNT/TACC3 interaction; AlphaScreen His-ARNT PAS-B/GST-TACC3 binding, luminescence; TACC3 fragment carries E629A point mutation; inhibition, % at 9.99 µM; actives 0.66% (n = 390,000); AID 623870;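 active = mean inhibition of replicates at least 50% and at least half of replicates each reaching 50%; inconclusive = half or more replicates reach 50% but mean below 50%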;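 also: 0% = complete ARNT plus TACC3 wells and 100% = ARNT alone without TACC3; many hits fall short of the cut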
# DENV2 CPE rescue: inhibitors of DENV2 cytopathic effect. DENV2-infected cells, cytopathic effect rescue, plate reader. CPE inhibition, % at 9.99 µM. actives 1.7% (n = 350,000); in the data active = CPE inhibition above about 20%, passing the limit was not always enough; inconclusive = no clear call, values can overlap the other calls; tested in BHK-21 cells;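 also: 0% = median of neutral control wells and 100% = median of positive control wells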
# GSIS activator: GLuc luminescence reporter in INS-1E cells, primary screen for activators of glucose-dependent secretion of insulin. INS-1E GLuc reporter insulin secretion, 2-3 h. activation, % at 16.6 µM. actives 0.61% (n = 370,000). AID 743287;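 active = lowest replicate activation of at least 40%, so every replicate reaches that level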;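 also: 0% = median of neutral control wells and 100% = median of IBMX positive control wells; some compounds called inactive have numbers as strong as hits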
# CFTR F508del cor: correctors of CFTR F508del function in bronchial epithelial cells; CFBE cells, YFP halide quenching; stimulated with forskolin plus potentiator P3; % fluorescence drop versus neutral controls; AID 720511; actives 0.36% (n = 350,000); activity (quench increase), % at 7.58 µM;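 active = mean added fluorescence quench of at least 8% versus neutral control, with both replicates also reaching 8%; inconclusive = only one of the mean or replicate conditions met; inactive = mean below 8% and not both replicates reaching 8%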;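 also: cells transiently co-express mutant CFTR-F508del with the halide-sensitive YFP; corrector assay measuring rescue of mutant channel to the surface after 24 h compound exposure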
# PAX8 inh HTS: PAX8 transcriptional activity inhibition; AID 652154; inhibition, % at 12.6 µM; actives 1.2% (n = 360,000); RMG-I TPO-luciferase reporter, SteadyGlo, 24 h;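 active = mean replicate inhibition at least 60% with every replicate also reaching 60%; inconclusive = only one of the two criteria is met; inactive = mean below 60% and not all replicates reaching 60%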;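 also: luciferase light reporting Pax8 driven TPO promoter activity; plate controls were median of neutral control wells for no effect and mitoxantrone controls for full effect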
# The depositor's hits bear a star; ? = inconclusive; / = not tested or not shown.
SMILES,EWS-Fli inh,Xi reactivation,ERp5 block,ARNT TACC3 PPI,DENV2 CPE rescue,GSIS activator,CFTR F508del cor,PAX8 inh HTS
O=C(NCCc1ccco1)C(=O)NCC1OCCCN1S(=O)(=O)c1cc(F)ccc1F (stereo not drawn),/,0.0,1,-1,6,16,1.8,/
CCCN1[C@H](C(=O)NCC)[C@@H](CO)[C@@H]2Cn3c(ccc(-c4ccccc4F)c3=O)[C@@H]21,-2,0.0,8,8,-8,7,0.7,-1
COc1ccc2c3c([nH]c2c1)[C@@H](CO)N(Cc1ccncc1)CC31CN(CC2CCOCC2)C1,7,0.1,-4,/,7,16,3.6,-5
CC(=O)c1cc(C(=O)N2CCCC(CCC(=O)N(C)CCc3ccccn3)C2)cs1 (stereo not drawn),16,-0.1,1,-8,-1,1,1.4,27
O=C(Nc1ccc(Cl)c([N+](=O)[O-])c1)c1ccc2c(c1)OCCO2,-123,0.3,-2,-2,-3,0,0.0,-172
CC(C)c1ccc(NC2CCCN(C(=O)CCN3Cc4ccccc4C3=O)C2)cc1 (stereo not drawn),3,0.1,2,4,-1,12,2.5,2
COc1ccc(CNC(=O)CCn2c(=O)c3cccn3c3ccc(F)cc32)cc1,-5,0.1,-4,-4,5,22,-2.3,-1
C[C@H](CO)N1C[C@H](C)[C@H](CN(C)Cc2ccc3c(c2)OCO3)OCCCC[C@H](C)Oc2ccc(NS(=O)(=O)c3ccc(Cl)cc3)cc2C1=O,10,0.2,4,11,7,-21,0.0,76*
O=C(O)c1ccccc1N/N=C/c1c(Sc2nnnn2-c2ccccc2)nc2ccccn2c1=O,21,0.0,0,28,0,-7,1.5,0
CCN1CCC(N2CCN(c3ccc(F)cc3)CC2)CC1,10,0.2,1,-7,28*,15,-2.6,14
COc1cc(C(=O)NCCOc2cc(C)ccc2C(C)C)cc(OC)c1OC,15,0.3,2,-14,6,-37,-0.7,20
CC(C)(C)C1(O)CC(C(F)(F)F)=NN1C(=O)Cc1ccc([N+](=O)[O-])cc1 (stereo not drawn),9,0.0,-3,1,-3,-14,-2.7,23
Cc1cnc(C(=O)OCc2csc(CC(=O)Nc3ccccc3C)n2)cn1,/,-0.1,3,/,?,17,2.8,-2
CC(C)(O)C1CC[C@@](C)([C@@H]2CC[C@]3(C)[C@H]2[C@H](O)CC2[C@@]4(C)CCC(O)C(C)(C)C4C(OC4OC(CO)C(O)C(O)C4O[C@@H]4OCC(O)C(O)C4O)C[C@]23C)O1 (stereo partly drawn),9,0.0,1,3,/,10,2.9,7
CCOC(=O)[C@]12CCC=C1N(Cc1ccccc1)C(=O)[C@H](CC(=O)NCc1ccc(OC)c(OC)c1)C2,-12,0.1,5,/,-13,-21,-0.1,-20
C[C@@H]1CN([C@@H](C)CO)C(=O)c2cc(NC(=O)Cn3cnnn3)ccc2O[C@@H]1CN(C)Cc1ccc(Oc2ccccc2)cc1,7,0.0,1,6,-7,-7,-1.4,10
COc1cc(/C=N/NC(=S)Nc2cccnc2)cc(OC)c1O,9,-0.1,4,-8,3,10,0.8,4
C=CCOC(=O)C1=C[C@H](c2ccc(C(F)(F)F)cc2)C[C@H](OCCCCO)O1,5,0.0,2,4,3,-13,-2.6,-9
C=CCn1nc(-c2ccccc2)c2c(C)onc2c1=O,-2,-0.1,-2,-3,-1,9,-2.5,18
Fc1ccc(CNC(=S)NCc2cccc(Cl)c2)cc1,/,0.2,-7,-3,-9,-38,-2.9,-15
CN(C)S(=O)(=O)NCC1CCCN(Cc2cc3ccccc3s2)C1 (stereo not drawn),-45,0.0,-1,-6,-3,/,4.5,-8
CCN1C(=O)CSc2ccc(C(=O)NCc3ccccc3OC)cc21,-1,/,3,-1,3,30,-3.5,/
C[C@@H]1CCCCO[C@@H](CN(C)Cc2ccc3c(c2)OCO3)[C@H](C)CN([C@@H](C)CO)C(=O)c2cc(NS(=O)(=O)c3ccc(Cl)cc3)ccc2O1,1,0.0,-3,3,-1,-3,-2.8,1
Cc1ccc(N2CCN(c3ccc([N+](=O)[O-])cn3)CC2)c(C)c1,0,0.0,0,-10,2,1,-1.2,1
CC1CCN(Cc2c(C(=O)N3CCc4ccccc4C3)nc3ccc(Cl)cn23)CC1,/,0.4,-5,17,-4,0,4.0,3
SMILES,EWS-Fli inh,Xi reactivation,ERp5 block,ARNT TACC3 PPI,DENV2 CPE rescue,GSIS activator,CFTR F508del cor,PAX8 inh HTS
CCc1nc2c(OCc3cc(Cl)cc(Cl)c3)cccn2c1N(C)C(=O)c1ccccc1F,15,-0.1,0,/,2,-29,-2.9,53
Cc1ccc(-n2ncc3c(=O)[nH]c(SCC(=O)N4CCCC4)nc32)cc1C,9,0.0,0,-19,63*,1,1.2,-20
COc1cccc(-c2nc(CS(=O)(=O)CC(=O)Nc3cc(C)ccc3C)c(C)o2)c1,-3,0.0,0,-5,6,-2,-4.8,-3
COc1ccc(-c2nc3ccccc3c(=O)n2CCCN2CCOCC2)cc1,-51,/,1,-1,/,8,2.2,/
COc1ccc(C(C(=O)NCC2CCCO2)N(C(=O)CNC(=O)c2cccs2)c2ccc(C)cc2)cc1OC (stereo not drawn),2,0.3,6,2,4,-5,-0.4,5
Cc1cc(SCc2cccc([N+](=O)[O-])c2)nc(=O)[nH]1,3,0.0,-4,-3,2,1,1.8,21
COc1ccc(NC(=O)COC(=O)c2ccc3c(c2)OCCO3)cc1OC,-11,0.1,1,-3,10,31,1.9,-5
O=C(NCCc1ccccn1)C(F)(F)C(F)(F)C(F)(F)C(F)(F)C(F)(F)C(F)F,/,0.1,/,1,/,-2,/,13
O=C(Nc1ccc(OCc2ccccc2)cc1)c1ccccc1,-25,-0.1,-8,-8,-7,-1,-0.4,-28
Cc1ccc(CNC(=O)CCC2CCCN(Cc3cccc4cccnc34)C2)o1 (stereo not drawn),13,-0.1,2,0,-15,-3,-0.3,-3
C=CCC1(C(=O)NCCO)CCN(C(=O)OC(C)(C)C)CC1,2,0.1,3,-1,-7,14,0.4,-7
Cc1n[nH]c(C)c1CCC(=O)N/N=C/C=C/c1ccccc1,-7,0.0,4,2,0,1,-0.3,-3
CC(C)[C@H](NS(=O)(=O)c1ccccc1)C(=O)OCC(=O)NC1CCCCC1,-5,0.0,/,0,-6,7,0.6,-15
N/C(=N\OC(=O)CCCc1ccccc1)c1ccc([N+](=O)[O-])cc1,/,-0.1,/,-24,/,-11,/,-4
CCOC(=O)c1cc(C)n(-c2ccc(Cl)cc2)c1C,3,-0.1,0,-4,2,-3,-1.2,-16
Cc1ccc(-c2nc(-c3cccnc3)sc2CC(=O)O)cc1,10,-0.2,2,-8,?,2,-3.1,6
Cc1ccccc1-c1ccc2c(c1)O[C@H](CN(C)CC1CC1)[C@H](C)CN([C@@H](C)CO)S2(=O)=O,1,-0.6,0,6,0,14,-3.4,/
CC(NC(=O)CNC(=O)c1cccs1)c1cccc(C(F)(F)F)c1 (stereo not drawn),-4,-0.1,3,0,-10,-17,-0.2,-1
O=C(Nc1ccc(Br)cn1)c1ccc(Br)s1,2,0.2,2,-3,0,4,-1.8,-122
O=C(NCC(c1ccco1)N1CCCCC1)c1ccc([N+](=O)[O-])s1 (stereo not drawn),23,0.0,6,/,-6,/,/,31
COc1cccc(S(=O)(=O)NCc2ccc3c(c2)OCO3)c1,0,/,-5,-8,-2,15,-1.3,/
CCCCCc1nnc(NC(=O)c2ccc(=O)n(C)n2)s1,6,0.0,6,-9,0,2,1.0,-10
CCCN(CCC)S(=O)(=O)c1cc2c3c(c1)CCN3C(=O)CC2,6,0.0,-4,-6,-2,-1,1.7,-11
Cc1noc(C)c1S(=O)(=O)N(C)C[C@@H]1Oc2c(NS(=O)(=O)c3cn(C)cn3)cccc2C(=O)N([C@@H](C)CO)C[C@@H]1C,-8,0.1,4,-2,-7,9,-4.0,/
O=C(NCC[C@@H]1CC[C@H](NS(=O)(=O)Cc2ccccc2)[C@@H](CO)O1)C1CCC1,3,-0.1,/,/,/,12,-1.3,-1
SMILES,EWS-Fli inh,Xi reactivation,ERp5 block,ARNT TACC3 PPI,DENV2 CPE rescue,GSIS activator,CFTR F508del cor,PAX8 inh HTS
COc1ccc(Cl)cc1-c1nc(SCC(N)=O)n[nH]1,7,0.1,3,-4,-5,8,-0.5,5
C[C@H]1CN([C@@H](C)CO)C(=O)Cc2cc(NC(=O)Nc3ccc4c(c3)OCO4)ccc2O[C@H]1CN(C)Cc1ccc(Oc2ccccc2)cc1,2,-0.1,-1,3,/,-10,0.0,/
Brc1ccc(Br)c2cnccc12,-3,0.1,4,6,-2,/,-0.8,-11
C=CCN(c1ccccc1)S(=O)(=O)c1cccc(C(=O)NCC(c2ccccc2OC)N2CCCC2)c1 (stereo not drawn),8,0.1,4,3,-4,-50,4.7,11
CC(C)NC(=O)N[C@@H]1C=C[C@H](CC(=O)O)O[C@@H]1CO,-3,0.5,-2,-7,2,4,0.5,-11
CCn1c(C)cc(C)c(C#N)c1=O,-1,0.4,2,-10,-4,13,-0.3,17
COc1ccc(N(CC(=O)N/N=C/c2ccc(OC)c(OC)c2)S(=O)(=O)c2ccccc2)cc1,9,0.0,2,3,2,33,0.2,-32
C=CCN=C1NC(c2ccc(Cl)cc2)C(C(=O)OC)=C(C)N1C (stereo not drawn),-18,0.0,3,/,2,7,-1.1,-1
O=C(c1ccco1)N1CCN(C(=O)c2cn(-c3ccccc3)nc2-c2ccc(F)cc2)CC1,-24,0.0,-8,-10,?,-9,2.0,/
CCOC(=O)c1csc(NC(=O)c2ccc(C#N)cc2)n1,-14,-0.4,-2,/,2,5,-2.3,-17
Cc1ccc2sc(C)cc(=O)c2c1,-5,0.3,0,-4,3,10,-0.4,-21
COc1ccc2c3c([nH]c2c1)[C@@H](CO)N(Cc1nccs1)CC31CN(Cc2nccs2)C1,1,0.2,7,/,10,1,4.3,-3
Cc1ccc(C(=O)N(C)CC(=O)Nc2ccc(Cl)c(C(F)(F)F)c2)cc1S(=O)(=O)N1CCCCC1,48,0.0,-20,-2,-5,-15,0.2,24
CCc1cc2c(SCC#N)ncnc2s1,1,0.0,-1,-18,-3,27,-1.3,-3
CC(C1CC1)N(Cc1ccccc1)C(=O)NC(=O)c1ccc(F)cc1 (stereo not drawn),0,0.2,-2,-5,2,12,0.2,6
COc1ccc(-n2c(C)c(C(C)=O)c3cc(OCC(N)=O)ccc32)cc1,-25,0.4,-3,2,5,8,-1.2,20
CCS(=O)(=O)N1CCCCN2[C@H](CO)[C@H](c3ccc(-c4ccc(C(=O)N(C)C)cc4)cc3)[C@@H]2C1,-15,0.0,-2,-8,-5,-3,0.2,11
CC(=O)c1ccc(OCc2cc(C(=O)N3CCCCC3c3cccnc3)no2)cc1 (stereo not drawn),-74,0.0,10,-9,-2,-36,1.9,-161
COc1ccc(C(=O)CCC(=O)N2CCN(c3ccc(C)cc3)C(C)C2)cc1 (stereo not drawn),14,0.0,1,3,8,-29,-1.9,2
c1cncc(Oc2ccc(NCCc3c[nH]c4ccccc34)cc2)c1,18,0.1,-1,/,3,/,-0.6,-4

# Printed as active in DENV2 CPE rescue (from the list above):
Compound,ERp5 block,ARNT TACC3 PPI,DENV2 CPE rescue,GSIS activator,CFTR F508del cor
CCN1CCC(N2CCN(c3ccc(F)cc3)CC2)CC1,1,-7,28*,15,-2.6
Cc1ccc(-n2ncc3c(=O)[nH]c(SCC(=O)N4CCCC4)nc32)cc1C,0,-19,63*,1,1.2
